Compound activity: PubChem BioAssay, National Center for Advancing Translational Sciences (NCATS)
GLS inh – inhibitors of human glutaminase (GLS). AID 624170. Potency, µM (series often up to 45.5 µM), without a hit: top-dose activity change, negative = inhibition, hits mostly inhibitors. GLS enzymatic activity, qHTS titration. hit rate 0.21% among 410,000; also: % is scaled to controls: 0 for no effect and ±100 for the full control effect
Target sequence (O94925 whole entry, looked up): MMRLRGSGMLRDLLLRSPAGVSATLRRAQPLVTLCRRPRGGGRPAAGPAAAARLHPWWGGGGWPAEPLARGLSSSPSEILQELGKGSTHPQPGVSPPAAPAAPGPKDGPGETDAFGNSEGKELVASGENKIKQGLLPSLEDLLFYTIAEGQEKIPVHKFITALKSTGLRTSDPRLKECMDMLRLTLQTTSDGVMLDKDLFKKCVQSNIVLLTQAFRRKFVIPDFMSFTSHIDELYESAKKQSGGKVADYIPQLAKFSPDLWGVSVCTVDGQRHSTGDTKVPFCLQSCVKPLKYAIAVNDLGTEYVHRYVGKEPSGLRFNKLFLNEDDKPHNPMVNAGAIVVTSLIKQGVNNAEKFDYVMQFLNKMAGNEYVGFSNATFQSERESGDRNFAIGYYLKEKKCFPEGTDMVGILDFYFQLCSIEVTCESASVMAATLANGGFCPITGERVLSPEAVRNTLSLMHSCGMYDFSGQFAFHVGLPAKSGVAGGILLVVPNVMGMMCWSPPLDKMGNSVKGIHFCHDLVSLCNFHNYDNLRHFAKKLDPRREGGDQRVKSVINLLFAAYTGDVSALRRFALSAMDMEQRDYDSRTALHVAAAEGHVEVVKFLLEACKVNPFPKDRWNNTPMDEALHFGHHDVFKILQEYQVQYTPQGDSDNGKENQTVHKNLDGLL
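Enzyme dispensed in phosphate buffer (45 mM, pH 8.2, 0.02% Tween-20), compounds pinned in, then 1 mM L-glutamine solution and the glutamate oxidase–HRP–Amplex Red mix added; fluorescence read immediately and again after 30 min at room temperature.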
ERG Ets-DNA blk – ERG Ets/DNA interaction inhibition; fluorescence polarization, His-ERG Ets domain / labelled DNA; Potency, µM (top dose mostly 76.9 µM), for the others: top-dose FP activity, negative = inhibition, actives largely listed as inhibitors; hit rate 0.028% among 370,000; active = well fitted inhibition curve with a large enough effect in the polarisation, with a control signal flat; inconclusive = small, poorly fitted or top-dose-only effect, or effect the other way, or a change in a side signal; inactive = no such curve, though single readings can be large or run the other way; the % refers to the polarisation;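 also: polarization taken with two DNA probes labelled with fluorescein and Texas red; % of control where 0% means no effect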
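His-tagged ERG Ets domain (1 uM in the protein solution; 300mM KCl, 50mM Tris-HCl, 1mM EDTA, 1mM DTT, pH 7.5) received compound, then a probe mix of 5 nM fluorescein-DNA and 100nM Texas-615-DNA. Fluorescence polarization was read for both dyes.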
RGS4 inh – human RGS4 inhibition. P49798. Transcreener GDP fluorescence polarization, RGS4-accelerated GTP hydrolysis. Potency, µM (doses to about 114 µM), for the others: at the top dose activity change, negative = inhibition, usual class: inhibitors. hit rate 0.039% among 390,000. AID 504845; also: % is scaled to controls: 0 for no effect and ±100 for the full control effect; nearly all actives have a fitted effect of over 75% in size; some results filed as inactive show a strong effect at the top dose
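MLSMR compounds (23 nl, pin-transferred) preincubated 10 min at room temperature with a 500nM (2x) first reagent, then RGS4 at 900nM (2x) plus Transcreener GDP mix added; fluorescence polarization (620/688 nm) read before and after 90 min at 30 °C.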
HP1b binding inh – blocks HP1-beta chromodomain binding to methylated histone tails; AlphaScreen HP1-beta / biotin-H3K9me3 peptide binding; Potency, µM (highest dose often 114 µM), without a hit: top-dose activity change, negative = inhibition, hits mostly inhibitors; hit rate 0.56% among 390,000; also: nearly all actives have a fitted effect of over 70% in size; inactives centre near 23
Target sequence (P83916 whole entry, looked up): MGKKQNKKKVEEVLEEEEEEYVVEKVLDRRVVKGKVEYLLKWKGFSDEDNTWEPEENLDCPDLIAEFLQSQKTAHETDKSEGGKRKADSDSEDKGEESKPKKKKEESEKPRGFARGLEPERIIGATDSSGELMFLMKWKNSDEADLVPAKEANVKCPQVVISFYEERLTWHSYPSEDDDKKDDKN
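HP1-beta protein (50 nM final) preincubated 30 min at room temperature with biotinylated H3(1-18)K9me3 peptide (50 nM) in PBS pH 7.4, 0.01% Tween-20, then compound added for 30 min. AlphaScreen streptavidin donor/nickel chelate acceptor beads (10 ug/mL final), 30 min dark, luminescence read.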
Tb PGK inh – inhibitors of T. brucei phosphoglycerate kinase; hit rate 0.043% among 380,000; Potency, µM (top dose mostly 57.5 µM), without a hit: at the highest dose activity change, negative = inhibition, most hits filed as inhibitors; P07378; PGK/GAPDH coupled, Kinase-Glo luminescence, 60 min; also: % is scaled to controls: 0 for no effect and ±100 for the full control effect; nearly all actives have a fitted effect of over 60% in size
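Luminescent ATP detection (Kinase-Glo Plus) follows a 60-minute room-temperature incubation, with wells lacking PGK as controls. Buffer: 100 mM TEA (pH 7.6), 5 mM MgCl2, 0.01% Tween-20. Coupling enzyme GAPDH (100 nM final) supplies unstable 1,3-BPG in-well.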
Pin1 inh – blocks the human prolyl isomerase Pin1 | Q13526 | Pin1 FP peptide displacement, HiFluor488, 10 min | Potency, µM (series often up to 115 µM), without a hit: at the highest dose activity, negative = inhibition, usual class: inhibitors | hit rate 0.009% among 390,000 | AID 504891; active = well fitted inhibition curve with a large enough effect in the polarisation, with a control signal flat, not every such curve was filed as active; inconclusive = small, poorly fitted or top-dose-only effect, or effect the other way, or a change in a side signal; inactive = no such curve, though single readings can be large or run the other way; the % refers to the polarisation; also: % is scaled to controls: 0 for no effect and ±100 for the full control effect
Target sequence (Q13526 whole entry, looked up): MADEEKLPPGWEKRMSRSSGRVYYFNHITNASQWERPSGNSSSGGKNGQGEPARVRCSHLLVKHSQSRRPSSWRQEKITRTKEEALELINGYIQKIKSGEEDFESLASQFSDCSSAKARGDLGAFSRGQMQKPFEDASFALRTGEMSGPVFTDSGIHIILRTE
JMJD2A Tudor inh – blocks the human JMJD2A Tudor domain. AlphaScreen JMJD2A-Tudor / H3K4me3 peptide binding. Potency, µM (top dose mostly 114 µM), without a hit: top-dose activity change, negative = inhibition, most hits filed as inhibitors. hit rate 4.4% among 390,000. AID 504339; also: % is scaled to controls: 0 for no effect and ±100 for the full control effect; nearly all actives have a fitted effect of over 50% in size
12-LOX inh – blocks human arachidonate 12S-lipoxygenase | purified 12hLO, xylenol orange hydroperoxide absorbance | Potency, µM (highest dose often 108 µM), inactives show at the top dose activity change, negative = inhibition, most hits filed as inhibitors | hit rate 1.1% among 580,000 | AID 1671190; also: % is scaled to controls: 0 for no effect and ±100 for the full control effect
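Hydroperoxide product was detected by ferrous iron/xylenol orange as the 573 to 405 nm absorbance ratio. Arachidonic acid at 40 uM (final) was turned over for 30 min at room temperature by 150 nM human 12hLO, pH 7.0 Hepes buffer, after 15 min compound preincubation.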
rTrxR1 inhibitor – blocks rat thioredoxin reductase 1 | AID 588453 | hit rate 1% among 390,000 | recombinant rTrxR1, NADPH fluorescence consumption, selenite substrate | Potency, µM (top dose mostly 114 µM), inactives show at the highest dose activity change, negative = inhibition, hits mostly inhibitors | O89049; also: % is scaled to controls: 0 for no effect and ±100 for the full control effect; nearly all actives have a fitted effect of over 65% in size
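Rat TrxR1 (90 nM in the dispensed reagent) was pre-reduced with 400 uM NADPH for 5 min at room temperature, then incubated with compound for 15 min. After 400 uM selenite was added, NADPH fluorescence (Ex 340/Em 450 nm) was followed for 8 min.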
* = called active by the depositor; i = inactive; ? = inconclusive; nt = no result given; [ ] = another dose, or the depositor's remark. Unless noted, calls follow the shape of the dose curve; as a rule, active = well fitted curve in the direction sought with a large enough effect; inconclusive = small, poorly fitted or top-dose-only effect, or another doubt; inactive = no such curve, though single readings can be large; an effect the other way counts as inactive or inconclusive. Potency is read from the fitted curve at half-maximal effect. These rows are one share of the data; the hit share may differ from the screen's.

SMILES	GLS inh	ERG Ets-DNA blk	RGS4 inh	HP1b binding inh	Tb PGK inh	Pin1 inh	JMJD2A Tudor inh	12-LOX inh	rTrxR1 inhibitor
Cc1nn(C)c(C)c1CN(C)C(=O)c1cc2n(n1)C(C(F)(F)F)CC(c1cccs1)N2 (configuration not stated)	15%	3%	9%	17%	-1%	?	-13%	6%	-7%
CCOC(=O)c1c(C)oc2c1c(C=NC1CCS(=O)(=O)C1)c(O)c1ccccc12 (configuration not stated)	-5%	nt	-1%	17%	-3%	?	-15%	2%	1%
CCN(CCC(=O)O)c1ccccc1	39%[activator]	5%	-11%	11%	i	0%	?	?	-12%
COc1ccccc1N1CCN(c2cc(C)nc3nc(C)nn23)CC1	5%	-9%	1%	28%	-1%	-5%	-1%	490%[activator]	-5%[57.1 µM]
CCC(C)NC(=S)N(Cc1cc2cc(C)ccc2n2nnnc12)CC(C)(C)NC(C)C (configuration not stated)	1%	-2%	17%	19%	i	-2%	-8%	28%	23%
CCOc1ccc2c3c(c(=O)oc2c1OCC)CCCC3	6%	-4%	-12%	33%	-6%	3%	-3%	0%	5%[57.1 µM]
O=C1C(=O)N(CCOCCO)C(c2ccccn2)/C1=C(\O)c1ccccc1 (configuration not stated)	3%	-12%	5%	14%	-6%	-6%	?	?	3%[57.1 µM]
Cc1ccc(-c2nnc(Cc3ccc(Cl)cc3)o2)cc1	-7%	3%	8%	58%[activator]	-10%	-5%	33%	?	25%
CCN(C(=O)Cn1nc(C)c([N+](=O)[O-])c1C)c1c(N)n(Cc2ccccc2)c(=O)[nH]c1=O	15%	-5%	-8%	16%	i	8%	-10%	4%	9%
CC(C)C[C@@H]1CN=C(N)N1C[C@@H]1CCCN1C[C@H](C)N1C[C@@H](Cc2ccccc2)N(CCc2ccc(Cl)c(Cl)c2)C1=N	7%	-9%	0%	2%	-2%	0%	-33%	nt	4%
CCCN1CN(Cc2ccccc2)CNC1=S	-11%	-10%	25%	20%	7%	-1%	-3%	-20%	0%
Cc1ccc(C(=O)NNC(=O)c2cccnc2SCc2cccc([N+](=O)[O-])c2)cc1	22%	-4%	-3%	28%	1%	-3%	-9%	0%	-2%
CCN1C(=O)/C(=C\N2CCN(c3ccccc3)CC2)SC1=S	21%	3%	16%	2%	i	-2%	?	?	1%[57.1 µM]
Cc1cccc(CCN2CCN=C2N(C)C)c1	1%	2%	1%	26%	-7%	-1%	-22%	-1%	0%[57.1 µM]
Cn1cnnc1SCc1ccc(C#N)cc1	-3%	-5%	14%	42%	0%	-3%	4%	0%	14%[57.1 µM]
C(#CCN1CCOCC1)COCCCOC(c1ccccc1)c1ccccc1	3%	-9%	-12%	33%	0%	-4%	17%	2%	19%
CCOc1cc(C2C(C#N)=C(N)SC(N)=C2C#N)ccc1OCCN1CCOCC1	-1%	nt	?	?	nt	42%[activator]	45µM*	?	?
O=C(C1CCOCC1)N1CCCC(N2CCN(c3cccc(Cl)c3)CC2)C1 (configuration not stated)	15%	12%	-21%	38%	-10%	-1%	-10%	-8%	7%
CC(=O)COC(=O)C1CC(=O)N(c2ccc(C)c(C)c2)C1 (configuration not stated)	12%	1%	15%[11.4 µM]	60%[activator]	3%	-16%	-6%	7%	6%
O=C(Cc1c(F)cccc1Cl)OCN1C(=O)c2ccccc2C1=O	1%	1%	1%	11%	-8%	1%	-8%	25%	-13%
O=C(COc1ccc(S(=O)(=O)NCc2ccccc2)cc1)NCc1cccnc1	-7%	-6%	-4%	19%	-1%	3%	10%	-13%	10%[57.1 µM]
COc1ccc(CNC(=O)c2cnc3scc(C)n3c2=O)cc1	-4%	0%	12%	42%	8%	11%	6%	0%	5%
Cc1ccc(C)c(N2CCN(CCCNC(=O)Cn3cccc3C(=O)c3ccccc3)CC2)c1	-2%	-1%	2%	14%	-2%	1%	?	1%	18%
CCc1nc2ccccc2n1CC(=O)Nc1cc(C)on1	3%	-6%	-3%	37%	0%	0%	-4%	0%	-19%
O=C(/C=C/c1cccs1)NCc1cccs1	11%	4%	11%	24%	-7%	-19%	-10%	59%[activator]	-5%
CC(C)c1ccc(Nc2ncnc3c2nc2n3CCCC2)cc1	0%	1%	-1%	46%[activator]	-6%	-3%	-12%	0%	14%
O=C(CN1C(=O)C2(SCC(=O)N2c2ccc(F)cc2)c2ccccc21)NCCc1ccccc1 (configuration not stated)	5%	0%	-11%	22%	1%	11%	-17%	0%	4%
NC(=O)/C(=N\OC(=O)c1ccco1)c1nc(-c2ccc(Br)cc2)cs1	30%	-9%	?	25%	0%	21%	-15%	-7%	7.1µM*
CNC(=S)NNC(=O)c1sccc1OCc1ccccc1	27%	-3%	-35%	44%	i	-3%	-12%	-11%	-3%[57.1 µM]
CC(=O)N1CCc2c(sc(NC(=O)C3CCN(S(=O)(=O)c4cccs4)CC3)c2C(N)=O)C1	9%	1%	-8%	-1%	-7%	?	-14%	-23%	0%[57.1 µM]
COc1cccc(CSc2nc(N)cc(N)n2)c1	1%	2%	-25%	30%	-2%	2%	-7%	0%	6%
Cc1ccc(NC(=O)CSc2nnc(Cn3c(=O)sc4ccccc43)n2C)cc1Cl	-6%	-8%	-2%	49%[activator]	-1%	1%	-13%	163%[activator]	3%[57.1 µM]
COC(=O)CSC(=S)N1C(C)CCCC1C (configuration not stated)	5%	0%	-8%	48%[activator]	-4%	2%	-2%	1%	37%[activator]
Cc1cc(Nc2ccc(F)cc2C)n2nc(C)nc2n1	17%	2%	13%	15%	-4%	-15%	-4%	22%	16%
COCCCN(Cc1ccco1)C(=O)c1cc2c(s1)-c1ccccc1OC2	8%	-1%	1%	87%[activator]	-6%	1%	48%[activator]	?	107%[activator]
Cn1cnnc1SCC(=O)c1c(N)n(Cc2ccccc2)c(=O)n(C)c1=O	2%	-1%	8%	13%	-9%	-7%	-11%	1%	17%[57.1 µM]
COc1ccc(NC(=O)CSc2nnc(-c3ccco3)c(-c3ccco3)n2)cc1OC	0%	-8%	-53%	?	-16%	?	?	-1%	?
Cc1c(N=CN2CCOCC2)c(=O)n(C)c(=O)n1C	8%	-4%	30%	26%	i	-5%	-8%	85%[activator]	-7%
C=CCOc1ccc(/C=N/NC(=O)CC(=O)NC2CCCCC2)cc1	4%	-2%	23%	-16%	-5%	-3%	-15%	2%	13%
Cc1ccc(OCC(=O)c2ccc(Cl)s2)c([N+](=O)[O-])n1	18%	-5%	-44%	-13%	-1%	-10%	56µM*	?	?
COc1ccc(NS(=O)(=O)c2ccc3oc(=O)ccc3c2)cc1	15%	-5%	-7%	59%[activator]	-2%	-7%	4%	?	?
CCOc1ccc2oc(=O)cc(CN3CCN(C(=O)c4ccc(Cl)cc4)CC3)c2c1	2%	-2%	-21%	26%	0%	3%	-20%	-6%	0%
O=C(NCc1ccccn1)c1ccc2c(=O)n3nc(Nc4ccccc4)sc3nc2c1	?	14%	-11%	38%[activator]	-4%	61%[activator]	?	0%	26%
COc1cc(C(=O)OCC(=O)NCCC2=CCCCC2)ccc1OCC(C)C	3%	4%	-1%	6%	-3%	8%	-20%	-1%	6%
COC(=O)CSc1ncnc2c1cnn2-c1ccc(C)cc1C	0%	-3%	19%	62%[activator]	5%	1%	18%	-14%	13%[57.1 µM]
Cc1ccn2c(=O)cc(COc3ccc(NC(=O)COc4ccccc4)cc3)nc2c1	-3%	2%	3%	15%[57 µM]	-4%	-2%	-15%	-22%	27%[57.1 µM]
CC1=C(C(=O)Nc2ccccc2)C(c2ccc(N(C)C)cc2)NC(=O)N1 (configuration not stated)	15%	-7%	-7%[11.4 µM]	-10%	7%	9%	-5%[11.4 µM]	0%	-11%
CC(=O)Nc1ccc(Oc2ccc(S(=O)(=O)N3CCCC3)cn2)cc1	3%	1%	8%	24%	-5%	-3%	-2%	-8%	38%[activator]
Fc1ccc(CNC(=S)NC2CCCC2)cc1	-19%	-6%	-36%	33%	i	-7%	-1%	-23%	3%[57.1 µM]
CCCN(C(=O)CSc1ncnc2sccc12)c1c(N)n(Cc2ccccc2)c(=O)[nH]c1=O	-5%	20%	8%	35%	5%	19%	-10%	?	18%
COc1ccc(C2NC(=O)C(C#N)=C(S)N2c2cccc(C)c2)cc1OC (configuration not stated)	5%	1%	?	23%	-7%	-7%	-18%[57.1 µM]	?	3%[57.1 µM]
COc1ccc(NC(=O)CC(C)CC(=O)NCc2ccccc2)c(OC)c1 (configuration not stated)	-2%	-3%	12%	29%	1%	-3%	-12%	0%	18%[11.4 µM]
COc1ccc(C(=O)O)cc1NC(=S)NC(=O)C(c1ccccc1)c1ccccc1	14%	4%	-23%	11%	-9%	-19%	-16%	35µM*	-24%
CC(C(=O)NC1CCS(=O)(=O)C1)N1C(=O)/C(=C/c2ccc(Cl)cc2)SC1=S (configuration not stated)	-1%	3%	-44%	-18%	i	1%	56µM*	35µM*	-13%
COc1ccc(C2C=C3CNS(=O)(=O)C3CC2OC(=O)c2cccc(C)c2)cc1 (configuration not stated)	nt	nt	11%	20%	nt	1%	-33%	nt	15%[57.1 µM]
CCN(CC)S(=O)(=O)c1cc(NC(=O)c2ccccc2OCc2c(C)noc2C)ccc1C	2%	-9%	-41%	26%	-8%	3%	89µM*	1%	-10%
